Screening results (PubChem)
PvdQ inh – blocks Pseudomonas aeruginosa PvdQ acylase activity | 340,000 compounds, 0.063% hits | inhibition, % at 10 µM | purified PvdQ acylase, fluorescence plate reader; in the data active = inhibition above about 30%, passing the limit was not always enough;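 also: 0% = vehicle neutral wells and 100% = reference inhibitor wells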
RTF Ca sens act – cardiac RTF calcium sensitization; P19429+P45379; IANBD-labeled TnC RTF fluorescence at EC20 calcium; 0% EC20 calcium, 100% full calcium; activation, % at 7.2 µM; 340,000 compounds, 0.24% hits;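 active = activation above the mean over all tested compounds plus 3 SD, cut at about 30% in these data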;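 also: rise in fluorescence read as greater calcium sensitivity of cardiac thin filaments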
LANA DNA inh – blocks KSHV LANA C-terminal domain binding to DNA | MBP-C-LANA/FAM-LBS DNA binding, fluorescence polarization | inhibition, % at 9 µM | AID 504423 | 340,000 compounds, 0.078% hits;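 active = highest replicate inhibition at or above 60% at 9 µM, even if other replicates fall short; inactive = all replicates below 60% inhibition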;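 also: 0% = neutral control wells and 100% = 4 µM acridine orange control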
PfHsp90 yeast 2 – growth inhibition of yeast expressing Plasmodium Hsp90; S. cerevisiae expressing PfHsp90, BacTiter-Glo ATP, 48 h; yeast lacking PDR1 and PDR3 efflux regulators; inhibition, % at 9.4 µM; 310,000 compounds, 0.32% hits; AID 504621;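 active = every replicate shows inhibition above about 80%, whatever the replicate mean, limit read from the data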;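 also: 0% = DMSO neutral controls and 100% = 20 µM radicicol positive controls; yeast relying on Plasmodium falciparum Hsp90 in place of its own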
Keap1 Nrf2 FP – inhibitors of human Keap1-Nrf2 protein-protein interaction; 340,000 compounds, 0.15% hits; Keap1 Kelch-Nrf2 peptide fluorescence polarization, 1536-well; Q14145; inhibition, % at 9.4 µM; AID 504523; in the data active = inhibition above about 12%;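 also: human Keap1 Kelch domain with fluorescein labeled Nrf2 9mer peptide probe; 0% = neutral control wells and 100% = peptide positive control; higher means more block of Keap1 binding to Nrf2 peptide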
CDK5 inh – CDK5/p35 (human) kinase inhibition; Q00535+Q15078; 330,000 compounds, 0.01% hits; Recombinant CDK5/p35, ADP-Glo luminescence, 60 min; inhibition, % at 10 µM;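 active = highest replicate inhibition of at least 50% and at least 75% of replicates reaching 50%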;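 also: plate controls were DMSO neutral control for no effect and GW8510 at 10 µM for full effect; many of its hits are not listed in these tables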
Target sequence (Q00535 whole entry, looked up): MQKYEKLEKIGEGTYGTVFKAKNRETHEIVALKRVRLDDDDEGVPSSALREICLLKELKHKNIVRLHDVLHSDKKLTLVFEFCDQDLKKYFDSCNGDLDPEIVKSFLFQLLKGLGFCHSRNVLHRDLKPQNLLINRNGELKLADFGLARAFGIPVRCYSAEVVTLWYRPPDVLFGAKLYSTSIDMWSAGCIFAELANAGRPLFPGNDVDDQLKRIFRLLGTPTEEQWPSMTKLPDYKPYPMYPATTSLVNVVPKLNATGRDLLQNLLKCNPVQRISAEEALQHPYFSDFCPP
Target sequence (Q15078 whole entry, looked up): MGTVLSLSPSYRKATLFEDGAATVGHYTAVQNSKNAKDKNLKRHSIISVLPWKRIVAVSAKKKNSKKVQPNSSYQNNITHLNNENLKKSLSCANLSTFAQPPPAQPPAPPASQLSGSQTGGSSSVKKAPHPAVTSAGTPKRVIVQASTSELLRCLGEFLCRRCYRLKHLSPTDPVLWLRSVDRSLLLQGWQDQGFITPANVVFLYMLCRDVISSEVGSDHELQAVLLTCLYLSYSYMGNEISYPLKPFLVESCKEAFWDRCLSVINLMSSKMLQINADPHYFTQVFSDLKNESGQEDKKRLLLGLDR
Cardiac RTF inh – cardiac RTF calcium desensitization | 340,000 compounds, 0.12% hits | AID 493244 | IANBD-labeled cardiac RTF, Ca2+ fluorescence | inhibition, % at 7.15 µM;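 active = inhibition above the mean inhibition of all tested compounds plus 3 SD, cut at about 17% in these data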;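 also: assay run at fixed EC70 calcium of 1.6 mM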
SUMO Mot1 rescue – SUMOylation pathway inhibition by Mot1-301 growth rescue; growth rescue, % at 18.8 µM; AID 2716; S. cerevisiae Mot1-301 growth rescue, ATP luminescence, 38.5C; percent above DMSO median, 100 means doubled; 320,000 compounds, 1% hits;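 active = every valid replicate shows activation above 250% relative to neutral control wells; inactive = the rest, any valid replicate at or below 250%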;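 also: OY570 slx delta 5 strain wells were the positive control but not used for scaling; some compounds called inactive have numbers as strong as hits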
NSD2 HMT inh – NSD2 (human) methyltransferase inhibition | 310,000 compounds, 0.54% hits | inhibition, % at 12.5 µM | O96028 | NSD2 peptide methylation, AlphaScreen, 120 min; in the data active = inhibition above about 50%
Rtt109 Vps75 – C. albicans Rtt109 histone acetyltransferase inhibition. inhibition, % at 34.9 µM. AID 540336. purified Rtt109/Vps75, ThioGlo CoA-SH fluorescence, 4 h. Q5AAJ8. 330,000 compounds, 0.16% hits;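 active = inhibition of at least 50% in every replicate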
dFosB activator – mouse delta FosB homodimer activation; purified delta FosB, TAMRA-CDK5 oligo fluorescence polarization; percent of positive-control signal above neutral wells; activation, % at 25 µM; 340,000 compounds, 0.99% hits; AID 493131;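 active = mean activation above about 17%, with every replicate also reaching it, limit read from the data, passing the limit was not always enough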;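 also: fluorescence polarization rise as delta FosB binds a TAMRA Cdk5 AP-1 oligo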
Target sequence (P13346 whole entry, looked up): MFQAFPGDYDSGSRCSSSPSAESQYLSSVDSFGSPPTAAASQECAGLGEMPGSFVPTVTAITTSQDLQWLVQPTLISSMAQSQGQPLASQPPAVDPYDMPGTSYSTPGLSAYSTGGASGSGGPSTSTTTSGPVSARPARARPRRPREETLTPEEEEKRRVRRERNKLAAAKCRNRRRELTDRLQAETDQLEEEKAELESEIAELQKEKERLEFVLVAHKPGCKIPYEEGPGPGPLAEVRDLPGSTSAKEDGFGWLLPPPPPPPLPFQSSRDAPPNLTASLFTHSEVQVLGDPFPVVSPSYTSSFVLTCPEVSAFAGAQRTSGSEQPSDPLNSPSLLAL
* hit, by the source's call; · = not tested or not shown.

SMILES | PvdQ inh | RTF Ca sens act | LANA DNA inh | PfHsp90 yeast 2 | Keap1 Nrf2 FP | CDK5 inh | Cardiac RTF inh | SUMO Mot1 rescue | NSD2 HMT inh | Rtt109 Vps75 | dFosB activator
CCOC(=O)c1[nH]c2ccc(OC)cc2c1C | -0.3 | -2.9 | -2.3 | 18.9 | -2.8 | -0.4 | 2.4 | 564.3 | -0.2 | 1.2 | 1.0
Cc1cc(Cc2cc(C)c(O)c(CO)c2)cc(CO)c1O | 7.5 | -4.5 | 2.3 | 5.3 | -0.7 | -1.1 | -5.2 | · | -0.4 | -7.2 | 5.6
CC(=O)Nc1ccc(S(=O)(=O)N2CCCCC2c2cccnc2)cc1 (centres undefined) | -22.3 | -1.2 | -1.3 | 35.3 | -9.1 | 0.5 | -5.5 | 61.9 | -3.4 | -15.1 | -0.6
S=C(Nc1ccc2snnc2c1)N1CCN(c2ccccn2)CC1 | -18.1 | 15.1 | -2.2 | -4.6 | -4.5 | -6.1 | 1.2 | 26.2 | · | 6.2 | 3.0
CC(=O)NCCn1c(SCC(=O)Nc2ccc(C)cc2)nc2ccccc2c1=O | -8.5 | -0.5 | -0.3 | · | -4.2 | 1.4 | -8.5 | 95.0 | -2.8 | -0.4 | 4.9
CCOc1ccccc1NC(=O)Cn1c(-c2ccc(Cl)cc2)noc1=O | -15.1 | 1.9 | 1.1 | -5.7 | -5.5 | -0.8 | -6.7 | 2.0 | -5.0 | -1.4 | -1.8
CCOc1cc(C(=O)N(C)CC(=O)Nc2cccc(F)c2)ccc1OCC(=O)N1CCCCC1 | -12.5 | 0.6 | -0.1 | -5.9 | -2.0 | -1.4 | -6.4 | -11.8 | -15.4 | -2.1 | -6.2
COc1ccc(C)cc1NC(=O)c1nn(-c2ccccc2)cc1OC | 10.7 | -2.0 | 0.7 | -22.5 | -0.8 | -0.8 | -2.1 | 30.0 | -1.4 | 7.1 | 0.0
CC1CCN(C(=O)CN(Cc2ccc(F)cc2)S(C)(=O)=O)CC1 | -3.9 | -7.6 | -0.6 | -6.6 | 1.4 | 1.0 | -0.5 | -7.2 | 0.4 | -2.7 | 2.4
C/C(=N\O)C(=O)NCCCNCCCN(C)C | 5.1 | -11.4 | 0.0 | 1.0 | 2.3 | 1.6 | 2.1 | -14.1 | 7.5 | 8.2 | -2.5
Cc1ccc2nc(-c3ccccn3)oc2c1 | 1.3 | -0.3 | 0.5 | 23.1 | -3.1 | -3.1 | -8.1 | -20.0 | 4.5 | -2.1 | -6.5
CCN(CC)c1ccc2nc3ccccc3[n+](CC)c2c1 | -13.4 | -10.6 | -6.1 | 29.2 | -3.3 | 11.0 | 5.1 | -38.4 | 28.9 | 7.9 | -0.5
NC(=O)CC(NC(=O)Cc1ccc(Br)cc1)c1ccc(NC2CCN(Cc3ccccc3)CC2)c([N+](=O)[O-])c1 (centres undefined) | -14.7 | 8.1 | 0.0 | 0.7 | -13.1 | -2.0 | -8.7 | 93.4 | · | -0.3 | -7.3
CCOC(=O)C(C(=O)NCc1cccc(OC)c1)c1ncc(C(F)(F)F)cc1Cl (centres undefined) | -15.6 | -2.4 | -0.5 | · | -4.5 | -0.8 | -3.6 | 5.0 | 3.3 | -11.9 | -9.2
CC(C)c1ccc(C(C(=O)NC(C)(C)C)N(C(=O)CNC(=O)c2ccco2)c2cccnc2)cc1 (centres undefined) | -11.5 | 6.8 | 1.7 | -28.1 | -5.6 | -0.7 | -1.6 | 146.5 | 0.6 | 0.6 | -8.3
COc1cc(OC)c2c(O)c3c(c(-c4c5c(c(O)c6c(OC)cc(OC)cc46)CO[C@@H](C)[C@H]5O)c2c1)[C@H](O)[C@H](C)OC3 | -3.8 | 11.4 | 6.4 | -34.0 | -3.1 | 0.1 | -8.2 | 6.6 | · | -8.2 | -13.9
O=S(=O)(NCc1ccccc1Cl)c1cccs1 | -7.0 | -7.5 | -2.0 | 11.9 | 2.7 | 0.2 | -0.3 | -9.3 | -14.4 | -7.9 | 4.4
COc1cc(Br)c(C(C)NC(=O)c2ccc(C)cc2)cc1OC (centres undefined) | -16.1 | 0.1 | 1.3 | 8.3 | 0.0 | -0.6 | -3.9 | -27.7 | 5.4 | -7.1 | -7.8
O=C(N/N=C/c1c(O)n(-c2ccccc2Cl)c(=O)c2ccccc12)c1cccnc1 | 7.2 | 12.9 | -4.8 | -14.5 | -24.3 | -0.3 | -9.3 | · | -2.0 | -2.9 | -7.7
COc1ccc(N(C(=O)c2snc(C(N)=O)c2N)C(C(=O)NC2CCCCC2)c2ccc(C)o2)cc1 (centres undefined) | -2.4 | -10.6 | 1.3 | -3.2 | 3.7 | -2.4 | -5.3 | 34.5 | 28.0 | -0.7 | 12.5
CCNC(=O)N1CCCC(C(=O)c2ccc3cc(OC)ccc3c2)C1 (centres undefined) | -22.4 | 10.5 | 1.3 | 3.0 | -1.9 | -0.1 | 0.5 | -8.9 | -0.9 | · | -5.7
C1CCCN(c2nc3nonc3nc2N2CCCCCC2)CC1 | 8.5 | -1.8 | -0.3 | -15.3 | -3.4 | 0.7 | -29.9 | -3.8 | -0.3 | 11.3 | -0.9
CCN(CC)C(=S)Nc1ccc(OC)cc1 | 2.2 | -0.1 | 0.5 | 6.8 | 0.5 | 1.2 | -6.8 | 98.8 | -0.6 | -1.7 | -0.5
O=C(Nc1ccc(Oc2ccc(C(=O)O)c(C(=O)O)c2)cc1)c1cccs1 | -12.7 | 6.0 | -1.5 | -42.5 | -4.8 | -3.7 | -1.5 | -42.7 | 0.6 | -3.4 | -3.4
COc1ccccc1N1CCN(CC(O)c2ccc3cc[nH]c3c2)CC1 (centres undefined) | 18.1 | -0.6 | 1.5 | -10.1 | 4.8 | 0.4 | -0.2 | 1.3 | · | 11.4 | -10.4
COc1c(/C=C2\SC(=Nc3ccccc3Cl)NC2=O)cccc1[N+](=O)[O-] | 3.0 | -3.1 | -0.7 | -11.0 | 0.0 | -0.4 | -6.8 | -5.4 | 6.7 | -9.0 | -9.3
CNc1nc(SCC(=O)Nc2ccccc2)nc(N2CCOCC2)n1 | -9.1 | -3.9 | 1.5 | 1.1 | 0.2 | -0.8 | 3.5 | -6.7 | 0.1 | -0.5 | 5.9
COc1cc2c(cc1OC)-c1nc3ccccc3c(=O)n1C(C)(C)C2 | 4.4 | -4.0 | -0.3 | -9.9 | 3.1 | 0.6 | -5.1 | -18.5 | -0.4 | 3.7 | -4.7
O=C(CSc1nc(-c2ccccc2)c(-c2ccccc2)[nH]1)Nc1ccc2c(c1)OCO2 | 1.7 | -0.1 | -1.0 | 2.8 | 2.3 | 1.3 | 0.6 | 18.3 | 0.5 | 1.3 | 0.4
Cc1cc(F)ccc1S(=O)(=O)N1CCCOC1CNC(=O)C(=O)NCc1ccco1 (centres undefined) | -13.5 | -0.2 | 3.0 | -25.7 | -0.5 | 1.1 | -2.7 | 17.8 | -1.1 | -7.9 | -4.9
COc1ccc2c(c1)-c1ccccc1S(=O)(=O)N2C(C)=O | -15.3 | 14.3 | -0.7 | 2.1 | -1.3 | 2.3 | -6.7 | -1.6 | 3.7 | · | -7.6
Cc1ccc(Cn2c(=O)n(C)c(=O)c3sccc32)cc1 | -16.0 | -1.9 | -1.4 | 6.8 | 2.2 | -1.1 | -4.9 | 5.1 | -1.1 | -14.6 | -14.6
CCC(=O)Nc1ccc(NC(=O)CSc2nnnn2-c2cccnc2)cc1C | 2.0 | -5.8 | 1.4 | 3.3 | -2.7 | 0.5 | -7.6 | -6.8 | 0.2 | 0.5 | 0.6
O=C(O)C1(O)C[C@H](O)C(O)[C@@H](O)C1 (some centres undefined) | -5.7 | -1.3 | 0.6 | -12.6 | -1.6 | 0.2 | 1.5 | 61.4 | · | -0.3 | 4.3
Cc1cc(C)c2nc(NC(=O)c3ccc(OCC4CCCO4)cc3)sc2c1 (centres undefined) | -4.3 | -7.2 | -1.0 | -14.3 | 3.6 | -2.5 | 2.6 | 6.4 | -2.8 | · | 1.3
COc1ccc(C(=O)Nc2cc(OC)cc(OC)c2)cc1 | -6.5 | -2.2 | -0.8 | -4.2 | -0.6 | 0.3 | -1.7 | 17.4 | -2.0 | 12.3 | -8.0
Cc1nn(CC(=O)NN)c(C)c1Br | -4.3 | · | 1.1 | 5.4 | 0.3 | -0.3 | · | -17.0 | 24.8 | -3.1 | 3.7
Cc1ccc(OCC(=O)Nc2sc3c(c2C#N)CC(C)(C)NC3(C)C)cc1 | -12.7 | -0.2 | 0.0 | 26.6 | 5.1 | 0.2 | 2.0 | -3.3 | -8.4 | 14.6 | -7.9
COc1ccc(/C=C(\NC(=O)c2ccc(Cl)cc2)C(=O)NCC2CCCO2)cc1OC (centres undefined) | 7.6 | -5.2 | 1.5 | 13.9 | 0.4 | 3.9 | 0.9 | -8.2 | -7.1 | 10.4 | -7.9
Cc1ccc(C)c(NC(=O)CN(C)C(=O)[C@@H](NC(=O)c2ccc(C(C)(C)C)cc2)C(C)C)c1 | -11.2 | 3.4 | 1.5 | 30.5 | -7.6 | -0.6 | 1.1 | 387.4 | 2.3 | 2.7 | -14.9
Cc1ccc2c(c1)c1nnc(SCC(=O)Nc3ccc(N(C)C)cc3)nc1n2CC(=O)O | -15.5 | -1.2 | 1.9 | -33.0 | -2.8 | 1.1 | -6.3 | -5.2 | 9.4 | -5.4 | -10.3
Cc1ccc(NC(=O)NC(=O)CSc2nnc(-c3ccc(Cl)cc3Cl)n2N)c(C)c1 | -7.2 | 4.2 | 1.5 | 16.2 | 0.3 | -0.9 | 5.7 | -3.3 | -0.9 | -0.2 | -2.6
CCc1cc(C(=O)N(Cc2ccccc2)c2c(N)n(CCOC)c(=O)[nH]c2=O)sc1C | -10.5 | 7.6 | 0.5 | · | -2.4 | -6.8 | 5.7 | -3.9 | 0.0 | 2.6 | -5.2
CN1CCN(Cc2c(C(=O)N3CCc4ccccc4C3)nc3ccc(Cl)cn23)CC1 | 9.9 | -1.4 | 0.7 | 10.6 | -5.0 | -2.0 | 1.1 | -17.1 | 2.1 | 14.1 | -9.3
CC(C)CCOc1ccc(C(=O)O)cc1 | -19.0 | -2.9 | 2.5 | -2.3 | -0.6 | -1.6 | -3.4 | 8.2 | -1.7 | 22.2 | 5.9
O=C(NCC(F)(F)F)c1nn(Cc2ccccc2)c(=O)c2ccccc12 | -8.3 | -3.0 | -0.9 | -42.9 | 2.6 | 1.2 | 0.2 | -16.8 | -0.4 | -3.4 | -2.3
CN(Cc1ccccc1)S(=O)(=O)c1ccccc1Br | -8.1 | -3.3 | 4.2 | 24.3 | 0.9 | 2.2 | -1.1 | · | · | 4.9 | -1.2

An excerpt from above, showing only PvdQ inh, Cardiac RTF inh and RTF Ca sens act:
| smiles | PvdQ inh | Cardiac RTF inh | RTF Ca sens act |
| --- | --- | --- | --- |
| CN1CCN(Cc2c(C(=O)N3CCc4ccccc4C3)nc3ccc(Cl)cn23)CC1 | 9.9 | 1.1 | -1.4 |
| CC(C)CCOc1ccc(C(=O)O)cc1 | -19.0 | -3.4 | -2.9 |
